TrxR1 substrate: is turned over as a substrate by rat TrxR1. O89049. AID 588456. 0.01% of 390,000 active. Potency, µM (series often up to 114 µM), without a hit: at the highest dose activity change, negative = substrate turnover. purified TrxR1 substrate turnover, NADPH consumption readout; also: potency is read from the fitted curve at half-maximal effect; % is scaled to controls: 0 for no effect and ±100 for the full control effect; nearly all actives have a fitted effect of over 50% in size
Target sequence (O89049 whole entry, looked up): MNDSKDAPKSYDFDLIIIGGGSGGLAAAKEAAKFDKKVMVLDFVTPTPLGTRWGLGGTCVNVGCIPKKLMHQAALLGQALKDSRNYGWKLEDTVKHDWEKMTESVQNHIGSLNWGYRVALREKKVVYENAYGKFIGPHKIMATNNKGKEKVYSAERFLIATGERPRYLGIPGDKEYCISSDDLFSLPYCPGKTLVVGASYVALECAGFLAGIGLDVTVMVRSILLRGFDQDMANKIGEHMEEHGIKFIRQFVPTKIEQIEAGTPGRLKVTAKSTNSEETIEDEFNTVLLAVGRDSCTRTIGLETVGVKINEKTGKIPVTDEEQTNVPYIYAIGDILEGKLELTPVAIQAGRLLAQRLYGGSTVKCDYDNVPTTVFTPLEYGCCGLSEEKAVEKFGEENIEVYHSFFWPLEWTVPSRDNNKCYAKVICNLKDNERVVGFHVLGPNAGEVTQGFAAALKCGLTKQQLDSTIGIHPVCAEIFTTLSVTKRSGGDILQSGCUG
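Rat TrxR1, dispensed at 90 nM, was prereduced with 400 uM NADPH (final) for 5 min at ~22 deg C, then incubated with compound 15 min before 400 uM selenite. A first-read NADPH fluorescence drop versus no-compound background flagged substrates.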
rTrxR1 inhibitor: rat TrxR1 inhibition | O89049 | Potency, µM (titrated, usually from 114 µM), for inactives: at the top dose activity change, negative = inhibition, most hits filed as inhibitors | recombinant rTrxR1, NADPH fluorescence consumption, selenite substrate | 1% of 390,000 active; also: potency is read from the fitted curve at half-maximal effect; % is scaled to controls: 0 for no effect and ±100 for the full control effect; nearly all actives have a fitted effect of over 65% in size
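Rat TrxR1 (90 nM in the dispensed reagent) was pre-reduced with 400 uM NADPH for 5 min at room temperature, then incubated with compound for 15 min. After 400 uM selenite was added, NADPH fluorescence (Ex 340/Em 450 nm) was followed for 8 min.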
HP1b binding inh: HP1-beta chromodomain-methylated histone interaction inhibition. P83916. AlphaScreen HP1-beta / biotin-H3K9me3 peptide binding. Potency, µM (highest dose often 114 µM), inactives show at the top dose activity change, negative = inhibition, actives largely listed as inhibitors. 0.56% of 390,000 active. AID 540317; also: potency is read from the fitted curve at half-maximal effect; nearly all actives have a fitted effect of over 70% in size; inactives centre near 23
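AlphaScreen: HP1-beta (50 nM) preformed 30 min with biotin-H3(1-18)K9me3 peptide (50 nM) in PBS pH 7.4, 0.01% Tween-20. Compound added for 30 min at RT, then streptavidin donor/nickel chelate acceptor beads (10 ug/mL) for 30 min.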
Pin1 inh: human Pin1 inhibition; Pin1 FP peptide displacement, HiFluor488, 10 min; 0.009% of 390,000 active; AID 504891; Q13526; Potency, µM (titrated, usually from 115 µM), without a hit: at the top dose activity, negative = inhibition, most hits filed as inhibitors; active = well fitted inhibition curve with a large enough effect in the polarisation, with a control signal flat, not every such curve was filed as active; inconclusive = small, poorly fitted or top-dose-only effect, or effect the other way, or a change in a side signal; inactive = no such curve, though single readings can be large or run the other way; the % refers to the polarisation; also: potency is read from the fitted curve at half-maximal effect; % is scaled to controls: 0 for no effect and ±100 for the full control effect
Target sequence (Q13526 whole entry, looked up): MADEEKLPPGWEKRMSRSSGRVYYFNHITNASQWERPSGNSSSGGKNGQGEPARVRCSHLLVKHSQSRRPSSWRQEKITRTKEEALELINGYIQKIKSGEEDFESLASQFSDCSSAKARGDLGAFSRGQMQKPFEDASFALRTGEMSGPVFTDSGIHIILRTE
GLS inhibitor: blocks human kidney-isoform glutaminase activity | O94925 | 0.21% of 410,000 active | GLS enzymatic activity, qHTS titration | Potency, µM (series often up to 45.5 µM), without a hit: at the top dose activity change, negative = inhibition, usual class: inhibitors; also: potency is read from the fitted curve at half-maximal effect; % is scaled to controls: 0 for no effect and ±100 for the full control effect
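Glutamate formation by hKGA was monitored fluorometrically using coupled glutamate oxidase, HRP and Amplex Red. Substrate was added as 1 mM L-glutamine solution; incubation was 30 min at RT after an initial read.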
PGK inhibitor: inhibitors of T. brucei phosphoglycerate kinase. 0.043% of 380,000 active. PGK/GAPDH coupled, Kinase-Glo luminescence, 60 min. Potency, µM (doses to about 57.5 µM), for the others: at the top dose activity change, negative = inhibition, actives largely listed as inhibitors; also: potency is read from the fitted curve at half-maximal effect; % is scaled to controls: 0 for no effect and ±100 for the full control effect; nearly all actives have a fitted effect of over 60% in size
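Luminescent ATP detection (Kinase-Glo Plus) follows a 60-minute room-temperature incubation, with wells lacking PGK as controls. Buffer: 100 mM TEA (pH 7.6), 5 mM MgCl2, 0.01% Tween-20. Coupling enzyme GAPDH (100 nM final) supplies unstable 1,3-BPG in-well.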
USP1-UAF1 inh: inhibitors of human USP1/UAF1 deubiquitinase; O94782; recombinant USP1/UAF1, Ub-Rhodamine cleavage fluorescence; Potency, µM (titrated, usually from 57.1 µM), for inactives: at the top dose activity change, negative = inhibition, hits mostly inhibitors; 0.23% of 390,000 active; AID 743255; also: potency is read from the fitted curve at half-maximal effect; % is scaled to controls: 0 for no effect and ±100 for the full control effect; nearly all actives have a fitted effect of over 60% in size; inactives centre near -12
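1 nM enzyme complex + cpd, 15 min RT; start with Ub-Rho 150nM final; kinetic fluorescence ex 480/em 540, 6 reads q60 s. Buffer 50mM HEPES pH 7.8, 0.5mM EDTA, 0.1 mg/ml BSA, 1mM TCEP, 0.01% Tween-20.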
mIDH1 inhibitor: blocks human mutant IDH1 R132H enzyme | IDH1-R132H enzyme, NADPH consumption, diaphorase/resazurin fluorescence | Potency, µM (highest dose often 76.6 µM), without a hit: top-dose activity change, negative = inhibition, hits mostly inhibitors | 0.093% of 390,000 active; also: potency is read from the fitted curve at half-maximal effect; % is scaled to controls: 0 for no effect and ±100 for the full control effect; nearly all actives have a fitted effect of over 65% in size
Target sequence (O75874 whole entry R132H, stated change not applied): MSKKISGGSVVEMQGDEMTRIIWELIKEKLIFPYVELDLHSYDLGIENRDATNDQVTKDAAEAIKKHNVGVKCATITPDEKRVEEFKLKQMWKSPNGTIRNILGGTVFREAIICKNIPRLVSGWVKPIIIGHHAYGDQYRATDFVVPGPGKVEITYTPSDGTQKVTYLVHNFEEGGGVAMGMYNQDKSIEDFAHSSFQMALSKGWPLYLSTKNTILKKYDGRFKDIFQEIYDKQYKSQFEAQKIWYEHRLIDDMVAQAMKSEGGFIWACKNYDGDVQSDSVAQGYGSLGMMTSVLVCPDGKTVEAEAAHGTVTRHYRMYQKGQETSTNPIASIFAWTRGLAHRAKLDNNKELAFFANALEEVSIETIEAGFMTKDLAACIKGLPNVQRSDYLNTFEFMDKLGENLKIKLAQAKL
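IDH1-R132H (0.5 ug/mL dispensed) in pH 7.5 Tris buffer was preincubated 30 min with compound, then given a substrate mix of 0.016 mM NADPH and 2 mM alpha-KG for 80 min at room temperature; remaining NADPH was read by diaphorase/resazurin fluorescence.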
PI4K2A block: PI4K2A (human) kinase inhibition; Q9BTU6; purified PI4K2A, ADP-Glo luminescence, 1 h; stronger effect = lower value; activity change, negative = inhibition, % at 76.9 µM; 0.13% of 420,000 active; AID 1346378; in the data active = activity change below about -50%; inconclusive = mostly about -30% to -49%;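 also: -100% = wells without enzyme as full effect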
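In this quantitative HTS, ADP production by PI4K2A was quantified luminescently after 1 h at ambient temperature; 100 microM adenosine served as plate-quality control.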
The depositor's hits bear a star; i = inactive; ? = inconclusive; · = no result given; [ ] = dose if it differs, or a comment. Unless noted, calls follow the shape of the dose curve; as a rule, active = well fitted curve in the direction sought with a large enough effect; inconclusive = small, poorly fitted or top-dose-only effect, or another doubt; inactive = no such curve, though single readings can be large; an effect the other way counts as inactive or inconclusive. Only part of the results is shown; the hit share may differ from the screen's.

SMILES	TrxR1 substrate	rTrxR1 inhibitor	HP1b binding inh	Pin1 inh	GLS inhibitor	PGK inhibitor	USP1-UAF1 inh	mIDH1 inhibitor	PI4K2A block
Cc1ccc(C)c(NC(=O)C(Sc2nc3ccccc3c(=O)n2CC(C)C)c2ccccc2)c1 (centres undefined)	15%	33%[activator]	21%	-2%	1%	i	-17%	4%	-6
COc1cccc(NC(=O)CN(C)C(=O)c2cc3c(s2)CCC(C)C3)c1 (centres undefined)	0%	2%	7%	-1%	0%	-10%	5%	6%	0
Cc1nnc(SC(C)C(=O)Nc2sc3c(c2C#N)CCCC3)[nH]c1=O (centres undefined)	-15%	17%[57.1 µM]	3%	-5%	-6%	-1%	-22%	-4%	0
Oc1cc(Cc2ccccc2)cnc1CN1CCCCC1	6%	-4%	44%[activator]	-7%	19%	-2%	-13%	4%	1
Oc1c(C(c2ccco2)N2CCOCC2)sc2ncnn12 (centres undefined)	2%[57.1 µM]	-60%	22%	-2%	-7%	-2%	-11%	-9%	1
O=C(/C=C/c1cn(CC(O)CN2CCCCCC2)c2ccccc12)c1ccc(Br)cc1 (centres undefined)	-3%	?	1%	?	-7%	i	?	10%	7
O=C(N/N=C/c1ccc(Cl)c(Cl)c1)c1ccc2nc[nH]c2c1	-2%	20%	50%[activator]	0%	0%	-9%	-12%	-4%	2
Cc1ccc(S(=O)(=O)C(CNC(=O)c2ccc(F)c(F)c2)c2ccco2)cc1 (centres undefined)	2%[57.1 µM]	8%[57.1 µM]	3%	-9%	-3%	i	-6%	-3%	-3
Cc1ccccc1C(=O)Nc1nnc(SCC(=O)NCc2ccco2)s1	1%	15%	24%	1%	7%	1%	-13%	-10%	-6
O=C(Cn1nc(-c2ccccc2)c2ccccc2c1=O)NCC1CCCO1 (centres undefined)	3%	11%	55%[activator]	-4%	9%	9%	-9%	2%	3
COc1ccc(NC(=O)C(=O)NCCN2CCN(C(=O)c3ccco3)CC2)cc1	9%[57.1 µM]	12%[57.1 µM]	33%	1%	-12%	9%	-17%	0%	2
Cc1cc(-c2nnc3n2N=C(c2ccccc2Br)CS3)n[nH]1	7%[57.1 µM]	11%[57.1 µM]	34%	3%	12%	4%	2%	0%	2
CC1CCCCN1CCCNc1ccc(C(CC(N)=O)NC(=O)Cc2cccc3ccccc23)cc1[N+](=O)[O-] (centres undefined)	3%	8%	32%	-1%	0%	-8%	?	4%	-3
Cc1ccc(-n2nc(C)c3c(C)c(CCC(=O)NCc4cccc(Cl)c4)c(C)nc32)cc1C	77%[activator]	50%[activator]	31%[activator]	-2%	2%	7%	-9%	8%	-1
O=C(O)C12CC3CC(C1)CC(n1cnc(Cl)n1)(C3)C2	7%	13%	15%	-1%	4%	-7%	-27%	0%	-4
COc1ccc(N2C(=O)CC(C#N)=C2N)cc1	8%	15%	37%	-3%	14%	5%	-19%	-6%	0
COc1ccc(NC(=O)CN(C)C(=O)c2ccc(NS(=O)(=O)c3cccc([N+](=O)[O-])c3)cc2)cc1	-5%	5%	1%	-16%	-4%	5%	-12%	-7%	-2
COc1cc(OC)nc(NC2OC(=O)c3ccccc32)n1 (centres undefined)	3%[57.1 µM]	-7%[57.1 µM]	25%	-8%	-2%	3%	1%	-1%	1
Cc1ccc(OCc2cccc(S(=O)(=O)N(C)C)c2)c([N+](=O)[O-])n1	3%	5%	32%[57 µM]	7%	0%	-3%	-19%	1%	-1
O=C(NCc1cccnc1)C(=O)NCC1OCCCN1S(=O)(=O)c1cc(F)ccc1F (centres undefined)	·	·	·	·	0%	2%	-14%	3%	-4
CCc1ccc2occ(CC(=O)N(Cc3ccccc3)C3CCS(=O)(=O)C3)c2c1 (centres undefined)	15%	3%	-1%	2%	0%	-5%	?	12%	-2
C=CCNC(=S)Nc1cc(Cl)ccc1OC	-7%	-18%	38%	0%	8%	-1%	-21%	2%	2
Cc1cccc(-c2c3c(=O)n(C)c(=O)n(C)c3cn2-c2ccc(O)cc2)c1	12%	27%	-21%	0%	7%	i	-8%	6%	-1
S=C1NCN(Cc2cccnc2)CN1	10%[57.1 µM]	-13%[57.1 µM]	16%	-4%	2%	-1%	12%	-2%	2
COCCCNC(=O)C1CCCN(c2ncnc3onc(C)c23)C1 (centres undefined)	-5%	2%	20%	0%	2%	3%	-10%	-3%	-2

Retrieved one by one from above (five):
SMILES	TrxR1 substrate	rTrxR1 inhibitor	HP1b binding inh	Pin1 inh	GLS inhibitor	PGK inhibitor	USP1-UAF1 inh	mIDH1 inhibitor	PI4K2A block
O=C(O)C12CC3CC(C1)CC(n1cnc(Cl)n1)(C3)C2	7%	13%	15%	-1%	4%	-7%	-27%	0%	-4
CCc1ccc2occ(CC(=O)N(Cc3ccccc3)C3CCS(=O)(=O)C3)c2c1 (centres undefined)	15%	3%	-1%	2%	0%	-5%	?	12%	-2
Cc1nnc(SC(C)C(=O)Nc2sc3c(c2C#N)CCCC3)[nH]c1=O (centres undefined)	-15%	17%[57.1 µM]	3%	-5%	-6%	-1%	-22%	-4%	0
Cc1ccc(C)c(NC(=O)C(Sc2nc3ccccc3c(=O)n2CC(C)C)c2ccccc2)c1 (centres undefined)	15%	33%[activator]	21%	-2%	1%	i	-17%	4%	-6
O=C(N/N=C/c1ccc(Cl)c(Cl)c1)c1ccc2nc[nH]c2c1	-2%	20%	50%[activator]	0%	0%	-9%	-12%	-4%	2

(listing goes on)
SMILES	TrxR1 substrate	rTrxR1 inhibitor	HP1b binding inh	Pin1 inh	GLS inhibitor	PGK inhibitor	USP1-UAF1 inh	mIDH1 inhibitor	PI4K2A block
CN(C)c1ccc(NC(=O)Nc2cccc3ccccc23)cc1	-1%	-6%	-14%	1%	6%	1%	-9%	3%	-5
O=C(c1ccc2c(=O)n3c(nc2c1)CCCCC3)N1CCCCC1	1%	12%	16%	-2%	4%	-4%	-18%	-2%	6
COc1ccccc1N1CCN(C(=O)c2ccc(CN3CCc4ccccc4C3)cc2)CC1	-5%	?	7%	1%	-3%	-6%	-17%	-2%	3
COc1cc(C(=O)NCC(=O)N2CC=C(c3ccccc3)CC2)cc(OC)c1OC	2%	10%	27%	-2%	4%	i	-11%	3%	4
CN(C)C(CNC(=O)c1ccc(C2SCCS2)cc1)c1ccccc1 (centres undefined)	2%	38%[activator]	-12%	-1%	-2%	15%	-10%	1%	3
CO/N=C/C(C#N)c1ncc(C(F)(F)F)cc1Cl (centres undefined)	1%	-8%	0%	4%	16%	3%	3%	0%	6
Cc1cc(C)n(-c2ccc(C(=O)Nc3cc(C(F)(F)F)ccc3N3CCOCC3)cc2)n1	9%	12%	2%	6%	-7%	2%	2%	7%	7
COc1ccc(OCc2ccc(/C=N\NC(=O)c3sccc3C)o2)cc1	0%	?	24%	1%	-8%	-1%	-16%	1%	3
COC(=O)CCCCCCCC(=O)Nc1nnc(C(F)(F)F)s1	-4%[57.1 µM]	23%[2.29 µM]	32%[activator]	-4%	-2%	i	0%	3%	4
CCOC(=O)CC1C(=O)NCCN1C(=S)Nc1ccccc1 (centres undefined)	-1%	-9%	31%[activator]	3%	8%	-26%	-10%	3%	-2
O=C(NCCc1ccccc1)c1ccc2[nH]c(=O)c(=O)[nH]c2c1	59%[activator]	18%	12%[57 µM]	1%	-2%	i	-11%	4%	0
Cc1nn(Cc2ccccc2)c(C)c1NC(=O)CCCn1nc(C)c([N+](=O)[O-])c1C	-4%	-1%	34%	-2%	1%	3%	3%	3%	-1
COc1cc(S(=O)(=O)Nc2cccc3cn[nH]c23)c(OC)cc1Cl	1%[57.1 µM]	13%[57.1 µM]	33%	-8%	20%	i	-18%	-4%	-2
O=C(CCc1ccccc1)Nc1nc2n(n1)C(c1ccccc1)CC(=O)N2 (centres undefined)	4%	10%	20%	-2%	18%	5%	6%	-4%	-9
COc1cc(OC)c2c(O)c3c(c(-c4c5c(c(O)c6c(OC)cc(OC)cc46)CO[C@@H](C)[C@H]5O)c2c1)[C@H](O)[C@H](C)OC3	8%[57.1 µM]	-10%[57.1 µM]	?	?	?	-16%	?	14%	?
CS(=O)(=O)N1CCC(C(=O)Nc2cccc(F)c2)CC1	5%[11.4 µM]	4%	21%	-5%	-1%	-9%	-16%	-1%	-1
CN1CCN(S(=O)(=O)c2ccc(-c3ccc(Cl)cc3)cc2)CC1	4%	3%	22%	-4%	1%	5%	2%	-3%	1

By substructure: those above containing bromine.
SMILES	TrxR1 substrate	rTrxR1 inhibitor	HP1b binding inh	Pin1 inh	GLS inhibitor	PGK inhibitor	USP1-UAF1 inh	mIDH1 inhibitor	PI4K2A block
O=C(/C=C/c1cn(CC(O)CN2CCCCCC2)c2ccccc12)c1ccc(Br)cc1 (centres undefined)	-3%	?	1%	?	-7%	i	?	10%	7
Cc1cc(-c2nnc3n2N=C(c2ccccc2Br)CS3)n[nH]1	7%[57.1 µM]	11%[57.1 µM]	34%	3%	12%	4%	2%	0%	2
